Screens from PubChem BioAssay.
Texas Red fluor – qHTS Assay for Spectroscopic Profiling in Texas Red Spectral Region. Compound fluorescence, Texas Red channel, 547/618 nm; stronger effect = higher value. max dye-equivalent concentration, M. 59,000 compounds, 0.06% hits. AID 587, 2007; in the data active = max dye-equivalent concentration above about 10 nM; inconclusive = between about 1.1 nM and that limit
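Pin-transferred compounds and Texas Red standards go into 100 mM Tris buffer, pH 8.0. After 15 min at room temperature, plates are imaged with 547/618 nm filters. Each value is a dye-equivalent concentration derived from the per-plate dye curve.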
Rhodamine autofl – qHTS Assay for Spectroscopic Profiling in Rhodamine Spectral Region. Rhodamine-region fluorescence, 547/598 nm, Tris buffer; stronger effect = higher value. max dye-equivalent concentration, M. 59,000 compounds, 0.05% hits. AID 594, 2007; in the data active = max dye-equivalent concentration above about 11 nM; inconclusive = between about 1.1 nM and that limit
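Compound fluorescence in 100 mM Tris, pH 8.0, read after 15 min at room temperature with 547 nm excitation and 598 nm emission. Output is dye-equivalent concentration from an on-plate rhodamine standard series.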
Luciferase inh – qHTS Assay for Inhibitors of Firefly Luciferase; Luciferin 4-monooxygenase (Photinus pyralis), P08659; purified firefly luciferase, luminescence, 8 min; Potency, µM (series often up to 57.1 µM), without a hit: at the top dose activity change, negative = inhibition, usual class: inhibitors; 72,000 compounds, 2.2% hits; AID 411, 2009; active = well fitted inhibition curve with a large enough effect; inconclusive = small, poorly fitted or top-dose-only effect; note: potency is the fitted concentration of half-maximal effect; % is set by controls: 0 for no effect and ±100 for the full control effect; nearly all actives have a fitted effect of over 40% in size
Target sequence (P08659 whole entry, looked up): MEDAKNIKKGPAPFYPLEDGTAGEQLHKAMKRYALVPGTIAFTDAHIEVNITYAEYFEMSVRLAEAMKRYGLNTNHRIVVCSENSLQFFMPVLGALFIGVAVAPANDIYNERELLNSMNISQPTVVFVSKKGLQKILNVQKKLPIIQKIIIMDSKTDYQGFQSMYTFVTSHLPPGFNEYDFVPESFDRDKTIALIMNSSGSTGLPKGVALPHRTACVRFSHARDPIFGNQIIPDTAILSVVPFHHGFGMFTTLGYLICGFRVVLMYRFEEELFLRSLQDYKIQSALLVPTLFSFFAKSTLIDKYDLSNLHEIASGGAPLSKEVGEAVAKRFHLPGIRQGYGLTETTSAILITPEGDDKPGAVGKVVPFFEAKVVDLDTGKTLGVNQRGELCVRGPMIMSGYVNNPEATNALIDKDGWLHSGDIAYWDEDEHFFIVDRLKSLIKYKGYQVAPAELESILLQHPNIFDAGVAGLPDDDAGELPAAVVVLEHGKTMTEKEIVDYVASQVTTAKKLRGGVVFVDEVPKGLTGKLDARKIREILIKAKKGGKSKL
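qHTS concentration-response profiling: light output of P. pyralis luciferase with luciferin and 10 uM ATP, imidazole buffer pH 7.2. Read by luminescence after 8-min room-temperature incubation.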
The depositor's hits bear a star; i = inactive; ? = inconclusive; [ ] = another dose, or the depositor's remark. Only part of the results is shown, so the mix of outcomes need not match the whole.

item	Texas Red fluor	Rhodamine autofl	Luciferase inh	canonical_smiles
1	i	i	2%[25.5 µM]	CC1(C)CC(=O)C(C2=NC(C)(C)Cc3ccccc32)=C(O)C1
2	i	i	2%[25.5 µM]	CC(C)OC(=O)c1c2nc3ccccc3nc2n2c1[nH]c(=O)c1ccccc12
3	i	i	-2%[25.5 µM]	CN1CCN(C(=O)CSc2nc(-c3cccs3)ccc2C#N)CC1
4	i	i	0%[25.5 µM]	CCCCOC(=O)CCc1nc2ccccc2[nH]1
5	i	i	1%[25.5 µM]	CCOC(=O)CNC(=O)CCCCCC(=O)NCC(=O)OCC
6	i	i	2%[25.5 µM]	N#Cc1c(N)nc(SCc2ccccn2)c(C#N)c1-c1cccs1
7	i	i	-1%[25.5 µM]	COc1cccc(OC)c1OCC(C)CNCC1CCCO1 (centres undefined)
8	i	i	0%[25.5 µM]	COC(=O)c1ccccc1OCc1cccc(C)n1
9	i	i	2%[25.5 µM]	CCCCCOC(=O)C(C)c1c(C)[nH]c(=S)[nH]c1=O (centres undefined)
10	i	i	-2%[25.5 µM]	Cc1c(O)c(CN2CCCCC2)cc2c3c(c(=O)oc12)CCC3
11	i	i	0%[25.5 µM]	CC(=O)[C@@]1(O)CC[C@H]2[C@@H]3C[C@H](C)C4=CC(=O)CC[C@]4(C)[C@H]3CC[C@@]21C
12	i	i	0%[25.5 µM]	CCOC(=O)CSc1nnc2n(C3CCCCC3)c(=O)c3c4c(sc3n12)CCCC4
13	i	i	0%[25.5 µM]	CC(O)(C#CCN1CCOCC1)c1ccccc1 (centres undefined)
14	i	i	0%[25.5 µM]	c1ccc(-n2c(Cc3cccnc3)nc3cnccc32)cc1
15	i	i	-1%[25.5 µM]	Cn1c(=O)c2c(nc(NCc3ccc4c(c3)OCO4)n2Cc2ccc(F)cc2)n(C)c1=O
16	?	i	0%[25.5 µM]	Cn1c(NCc2ccccc2)nc2c1c(=O)n(Cc1ccccc1)c(=O)n2C
17	i	i	-1%[25.5 µM]	Cc1cc(=O)oc(C)c1C(=O)NCCN1CCOCC1
18	i	i	-3%[25.5 µM]	CCOC(=O)c1c(C)n(C)c2ccc(O)c(CN3CCCCC3)c12
19	?	i	-2%[25.5 µM]	Cc1cc(O)ccc1-c1cnc2ccccc2n1
20	i	i	2%[25.5 µM]	COc1ccc(C2N3CC4(C)CN2CC(C)(C3)C4O)cc1OC (centres undefined)
21	i	i	0%[25.5 µM]	CSC1=C(C#N)C(c2ccc(C)s2)CC(=O)N1 (centres undefined)
22	i	i	0%[25.5 µM]	CC1(C)Cc2c(C#N)c(SCCC#N)nc(N3CCOCC3)c2CS1
23	i	i	1%[25.5 µM]	CCC(NC(=O)Nn1cnnc1)(C(F)(F)F)C(F)(F)F
24	i	i	1%[25.5 µM]	CC(C)CSc1nc(N2CCOCC2)c2c(c1C#N)CC(C)(C)SC2
25	?	i	-4%[25.5 µM]	COc1ccc(Nc2nnc(C)c3ccccc23)cc1C(N)=O
26	i	i	-4%[25.5 µM]	N#C/C(C(=O)N1CCOCC1)=C1/SC(Cc2ccccc2)C(=O)N1c1ccccc1 (centres undefined)
27	i	i	1%[25.5 µM]	Cc1ccc(C)c(OCc2nnc(NC(=O)c3ccco3)s2)c1
28	i	i	0%[25.5 µM]	CCCC(=O)Nn1cnc2c(c1=O)C1(CCCC1)Cc1ccccc1-2
29	i	i	1%[25.5 µM]	CC1(C)NC(=O)N(CC(O)COc2cc3ccccc3cc2C(=O)N2CCCCC2)C1=O (centres undefined)
30	i	i	0%[25.5 µM]	COC(=O)C(NC(=O)c1ccco1)(Nc1nc(C)cs1)C(F)(F)F (centres undefined)
31	i	i	3.2µM*	Nc1ccc2oc(-c3ccccc3Cl)nc2c1
32	i	i	1%[25.5 µM]	Cc1cc(C)c(C#N)c(SCC(=O)N2CCN(Cc3ccccc3)CC2)n1
33	i	i	1%[25.5 µM]	Cc1ccc(OCC(=O)N(C)CCc2ccccn2)cc1
34	i	i	1%[25.5 µM]	O=C1C2ON(c3ccccc3)C(c3cccnc3)C2C(=O)N1Cc1ccccc1 (centres undefined)
35	i	i	1%[25.5 µM]	CCOC(=O)C1=C(c2ccccc2)NC(SCC(=O)Nc2ccccc2C)=C(C#N)C1c1ccco1 (centres undefined)
36	i	i	1%[25.5 µM]	COCCCNC(=O)c1c(N)n(/N=C/c2cccs2)c2nc3ccccc3nc12
37	i	i	3%[25.5 µM]	N#Cc1c(SCC(=O)O)nc(N2CCCCC2)c2c1CCCC2
38	?	i	0%[25.5 µM]	Oc1ccc2c(c1)C1CCCC1(N1CCOCC1)O2 (centres undefined)
39	?	i	0%[25.5 µM]	CC(NC(=O)Nc1nccs1)(C(F)(F)F)C(F)(F)F
40	i	i	-1%[25.5 µM]	C=CCOc1ccc(C2/C(=C(\O)c3ccc(F)cc3)C(=O)C(=O)N2CCCN(C)C)cc1 (centres undefined)

Single records, from the list above. Order of values: Texas Red fluor, Rhodamine autofl, Luciferase inh
Profile of Oc1ccc2c(c1)C1CCCC1(N1CCOCC1)O2 (centres undefined) = ?, i, 0%[25.5 µM]
Profile of Cc1ccc(OCC(=O)N(C)CCc2ccccn2)cc1 = i, i, 1%[25.5 µM]

Remaining list, next part.
item	Texas Red fluor	Rhodamine autofl	Luciferase inh	canonical_smiles
41	i	i	-2%[25.5 µM]	CN(C)CCCOC(=O)c1ccc(Cl)cc1Cl
42	i	i	1%[25.5 µM]	CCCCCSc1nc(C)c(CC(=O)O)c(=O)[nH]1
43	i	i	0%[25.5 µM]	Cc1ccnc(N2CCN(c3cc(C)c(C#N)c4nc5ccccc5n34)CC2)c1
44	i	i	2%[25.5 µM]	Cc1cc(C)n(CC2CC(=O)N(c3ccc(F)c(Cl)c3)C2=O)n1 (centres undefined)
45	i	i	0%[25.5 µM]	COc1ccc(C(=O)CCN2CCCCCC2)cc1
46	i	i	0%[25.5 µM]	CCCCn1cnc2c(c1=O)c1nc3ccccc3nc1n2Cc1ccc2c(c1)OCO2
47	i	i	0%[25.5 µM]	C[C@]12CC[C@@H]3c4ccc(O[C@@H]5O[C@H](C(=O)O)[C@@H](O)[C@H](O)[C@H]5O)cc4CC[C@H]3[C@@H]1C[C@@H](O)[C@@H]2O
48	i	i	0%[25.5 µM]	Cc1cc2nncn2c(Cc2ccccc2)n1
49	i	i	1%[25.5 µM]	CCOC(=O)CSC1=C(C#N)C(=O)NC(c2ccc(OC)c(OC)c2)S1 (centres undefined)
50	i	i	1%[25.5 µM]	C=CCNc1nc(NCc2ccccc2)c(C#N)c2c1CN(C)CC2
51	i	i	1%[25.5 µM]	CCOC(=O)C(O)(C1C(=O)CC(C)(C)CC1=O)C(F)(F)F (centres undefined)
52	i	i	-1%[25.5 µM]	O=C1NC(c2cccs2)Nc2ccccc21 (centres undefined)
53	i	i	-1%[25.5 µM]	Cc1c(C)n(C(=O)CSc2nccn2C)c2ccccc12
54	i	i	0%[25.5 µM]	Cc1ccc(C2CC(c3cccs3)n3nc(N)nc3N2)cc1 (centres undefined)
55	i	i	0%[25.5 µM]	CCCc1nnc(NC(=O)c2c(O)c3c([nH]c2=O)CCCC3)s1
56	i	i	13µM*	CC(=NC1CCCC1)c1c(C)[nH]n(-c2nc3ccccc3s2)c1=O
57	i	i	2%[25.5 µM]	COc1ccc(C2C(C(C)=O)=C(O)C(=O)N2c2nccs2)cc1OC (centres undefined)
58	i	i	0%[25.5 µM]	COc1ccc(/C(O)=C2/C(=O)C(=O)N(CCN3CCOCC3)C2c2ccccn2)cc1 (centres undefined)
59	i	i	-5%[25.5 µM]	Fc1ccc(-c2cnc[nH]2)cc1
60	i	i	0%[25.5 µM]	O=c1/c(=C/c2ccccn2)sc2n1CN(c1ccccc1)CN=2
61	i	i	0%[25.5 µM]	Cc1cc(=O)oc2c(CN3CCN(C)CC3)c(O)c(Cl)cc12
62	i	i	1%[25.5 µM]	CCOC(=O)c1c(NC(=O)CCN2CCOCC2)sc2c1CC(C)(C)OC2
63	i	i	-1%[25.5 µM]	COc1ccc(C2C=C(c3ccc(C)cc3)Nc3ncnn32)cc1 (centres undefined)
64	i	i	1%[25.5 µM]	N#Cc1ccc(-c2ccc(OCC(O)Cn3nnc4ccccc43)cc2)cc1 (centres undefined)
65	i	i	0%[25.5 µM]	NS(=O)(=O)c1ccc(-c2ccc(C=NC3CCS(=O)(=O)C3)o2)cc1 (centres undefined)
66	i	i	-17%[25.5 µM]	Cc1nc(SCC(=O)c2ccccc2)c(C#N)c(-c2ccco2)c1C(=O)NCc1ccco1
67	i	i	2%[25.5 µM]	Cc1cccc(N(CC(O)CN(C)C)S(=O)(=O)c2ccccc2)c1 (centres undefined)
68	i	i	-2%[25.5 µM]	CCC(=NC(CC)CO)C1=C(O)CC(C)(C)CC1=O (centres undefined)
69	i	i	-1%[25.5 µM]	Cn1cccc1/C=N/n1cnnc1
70	i	i	0%[25.5 µM]	C=CCn1c(SCC(=O)c2ccc(NS(=O)(=O)c3ccccc3)cc2)nnc1-c1cccs1
71	i	i	0%[25.5 µM]	CC(=O)O[C@H]1C(=O)[C@]2(C)[C@H]([C@H](OC(=O)c3ccccc3)[C@]3(O)C[C@H](OC(=O)[C@H](O)[C@@H](NC(=O)c4ccccc4)c4ccccc4)C(C)=C1C3(C)C)[C@]1(OC(C)=O)CO[C@@H]1C[C@@H]2O
72	i	i	0%[25.5 µM]	COc1ccc(Cl)cc1N=Cc1c(O)cc(C)oc1=O
73	i	i	3%[25.5 µM]	CCN(CC)C(=O)C1CCN(c2ncnc3c2cnn3-c2ccc(C)cc2C)CC1
74	i	i	-1%[25.5 µM]	Cc1cc(C)n(Cc2ccc(C(=O)NCCC3=CCCCC3)o2)n1
75	i	i	1%[25.5 µM]	Cc1nc(SCC(=O)Nc2ccc3c(c2)OCO3)c(C#N)c2c1CCCC2
76	i	i	-3%[25.5 µM]	Cc1nnc(NCc2n[nH]c(=O)c3ccccc23)c2ccccc12
77	i	i	-1%[25.5 µM]	CCCSc1nnc2n(-c3ccccc3OC)c(=O)c3c4c(sc3n12)CCC4
78	i	i	-7%[25.5 µM]	Oc1ccc(Br)cc1-c1cc(-c2ccccc2F)[nH]n1
79	i	i	2%[25.5 µM]	O=C(Nc1nnc(SCc2ccccc2F)s1)c1ccco1
80	i	i	-1%[25.5 µM]	CCc1nc(NC2CCCCC2)c(C#N)c2c1COC(C)(C)C2
81	i	i	2%[25.5 µM]	CCOC(=O)c1[nH]c2ccccc2c1NC(=O)CN(C)C
82	?	i	1%[25.5 µM]	OC(CNCCCN1CCCCC1)COc1ccccc1 (centres undefined)
83	i	i	-1%[25.5 µM]	COc1ccccc1-c1nnc2n1N=C(c1ccc(O)c(O)c1)CS2
84	i	i	-2%[25.5 µM]	Cc1ccc(C2CC(C(F)(F)F)n3ncc(C(N)=O)c3N2)cc1 (centres undefined)
85	i	i	1%[25.5 µM]	COc1cccc(NC(=O)C2CC(=O)n3cnnc3S2)c1 (centres undefined)
86	i	i	0%[25.5 µM]	COc1ccc(C2=Nn3c(nnc3-c3ccccn3)SC2)cc1OC

Structural class: the compounds so far containing an aryl thioether with sulfur outside any ring (14)
item	Texas Red fluor	Rhodamine autofl	Luciferase inh	canonical_smiles
3	i	i	-2%[25.5 µM]	CN1CCN(C(=O)CSc2nc(-c3cccs3)ccc2C#N)CC1
6	i	i	2%[25.5 µM]	N#Cc1c(N)nc(SCc2ccccn2)c(C#N)c1-c1cccs1
12	i	i	0%[25.5 µM]	CCOC(=O)CSc1nnc2n(C3CCCCC3)c(=O)c3c4c(sc3n12)CCCC4
22	i	i	0%[25.5 µM]	CC1(C)Cc2c(C#N)c(SCCC#N)nc(N3CCOCC3)c2CS1
24	i	i	1%[25.5 µM]	CC(C)CSc1nc(N2CCOCC2)c2c(c1C#N)CC(C)(C)SC2
32	i	i	1%[25.5 µM]	Cc1cc(C)c(C#N)c(SCC(=O)N2CCN(Cc3ccccc3)CC2)n1
37	i	i	3%[25.5 µM]	N#Cc1c(SCC(=O)O)nc(N2CCCCC2)c2c1CCCC2
42	i	i	1%[25.5 µM]	CCCCCSc1nc(C)c(CC(=O)O)c(=O)[nH]1
53	i	i	-1%[25.5 µM]	Cc1c(C)n(C(=O)CSc2nccn2C)c2ccccc12
66	i	i	-17%[25.5 µM]	Cc1nc(SCC(=O)c2ccccc2)c(C#N)c(-c2ccco2)c1C(=O)NCc1ccco1
70	i	i	0%[25.5 µM]	C=CCn1c(SCC(=O)c2ccc(NS(=O)(=O)c3ccccc3)cc2)nnc1-c1cccs1
75	i	i	1%[25.5 µM]	Cc1nc(SCC(=O)Nc2ccc3c(c2)OCO3)c(C#N)c2c1CCCC2
77	i	i	-1%[25.5 µM]	CCCSc1nnc2n(-c3ccccc3OC)c(=O)c3c4c(sc3n12)CCC4
79	i	i	2%[25.5 µM]	O=C(Nc1nnc(SCc2ccccc2F)s1)c1ccco1
